# Bioassay records as filed in PubChem BioAssay.
# D2 antag = D2 dopamine receptor (human) antagonism; inhibition, % at 10 µM; AID 485344; 340,000 tested, 2% active; HEK293 TREx D2 cells, calcium flux, dopamine EC80; in the data active means inhibition above about 30%; further: 0% is about no effect
# Target sequence (P14416 whole entry, looked up): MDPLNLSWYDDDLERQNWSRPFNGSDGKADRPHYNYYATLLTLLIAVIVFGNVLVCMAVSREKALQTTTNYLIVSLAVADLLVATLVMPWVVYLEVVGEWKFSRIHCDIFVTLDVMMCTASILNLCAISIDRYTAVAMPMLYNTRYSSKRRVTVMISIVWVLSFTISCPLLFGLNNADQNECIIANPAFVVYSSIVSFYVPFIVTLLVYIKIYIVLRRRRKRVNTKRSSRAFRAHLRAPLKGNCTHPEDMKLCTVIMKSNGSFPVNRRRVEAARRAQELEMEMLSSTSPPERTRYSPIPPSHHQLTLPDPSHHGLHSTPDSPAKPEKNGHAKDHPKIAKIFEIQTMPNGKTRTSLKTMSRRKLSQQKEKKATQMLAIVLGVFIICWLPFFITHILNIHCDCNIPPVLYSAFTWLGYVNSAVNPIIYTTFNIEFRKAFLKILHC
#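 Compounds are added to dye-loaded, induced HEK293 T-REx cells coupled to calcium release via D2; after a 3 min kinetic read an EC80 dopamine stimulus is given and fluorescence is recorded for 3 more min.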
# USP1-UAF1 inh = USP1/UAF1 (human) deubiquitinase inhibition; O94782; recombinant USP1/UAF1, Ub-Rhodamine cleavage fluorescence; Potency, µM (doses to about 57.1 µM), for inactives: top-dose activity change, negative = inhibition, actives largely listed as inhibitors; 390,000 tested, 0.23% active; further: potency means the concentration at half of the fitted maximal effect; on the % scale 0 is the no-effect control and ±100 the full control effect; nearly all actives have a fitted effect of over 60% in size; inactives centre near -12
#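 USP1/UAF1 complex (1 nM) preincubated 15 min at room temperature with compound, then Ub-Rho substrate (150 nM final) added. Kinetic fluorescence at 480/540 nm over 6 reads at 60 s intervals; 50 mM HEPES pH 7.8, 0.5 mM EDTA, 0.1 mg/ml BSA, 1 mM TCEP, 0.01% Tween-20.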
# TrxR1 substrate = rat thioredoxin reductase 1 substrate activity. purified TrxR1 substrate turnover, NADPH consumption readout. Potency, µM (highest dose often 114 µM), inactives show at the highest dose activity change, negative = substrate turnover. 390,000 tested, 0.01% active. AID 588456. O89049; further: potency means the concentration at half of the fitted maximal effect; on the % scale 0 is the no-effect control and ±100 the full control effect; nearly all actives have a fitted effect of over 50% in size
# Target sequence (O89049 whole entry, looked up): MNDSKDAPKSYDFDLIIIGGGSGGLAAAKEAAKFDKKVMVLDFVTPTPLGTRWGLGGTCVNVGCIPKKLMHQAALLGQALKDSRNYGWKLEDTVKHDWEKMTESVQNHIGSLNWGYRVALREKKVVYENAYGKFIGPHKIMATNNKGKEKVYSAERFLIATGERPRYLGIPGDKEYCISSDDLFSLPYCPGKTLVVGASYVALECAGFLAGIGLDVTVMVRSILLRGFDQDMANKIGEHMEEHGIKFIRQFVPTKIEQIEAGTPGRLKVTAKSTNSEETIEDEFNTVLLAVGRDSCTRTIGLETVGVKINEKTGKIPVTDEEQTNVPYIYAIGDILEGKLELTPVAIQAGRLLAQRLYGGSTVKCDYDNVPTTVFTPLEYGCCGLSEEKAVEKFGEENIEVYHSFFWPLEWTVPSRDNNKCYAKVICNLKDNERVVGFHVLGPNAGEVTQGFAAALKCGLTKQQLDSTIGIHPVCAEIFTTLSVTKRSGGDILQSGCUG
#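 Rat TrxR1, dispensed at 90 nM, was prereduced with 400 uM NADPH (final) for 5 min at ~22 deg C, then incubated with compound 15 min before 400 uM selenite. A first-read NADPH fluorescence drop versus no-compound background flagged substrates.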
# TRHR ag = TRH receptor (human) agonism | TRHR cells, calcium flux fluo-8, FDSS agonist mode | activation, % at 2 µM | 360,000 tested, 0.18% active | AID 493084; in the data active means activation above about 30%; further: 0% is about no effect
#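 TRHR-expressing cells loaded with fluo-8 calcium dye; 23 nL library compound pin-transferred, kinetic FDSS fluorescence (Ex 480/Em 530) recorded about 180 s for agonist-induced calcium release, before a 10 nM TRH EC20 addition for potentiator mode.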
# TRHR enhancer = allosterically enhances the human TRH receptor | P34981 | TRHR cells, fluo-8 calcium fluorescence, EC20 TRH enhancement | enhancement, % at 2 µM | 360,000 tested, 0.66% active | AID 493056; in the data active means enhancement above about 30%; further: 0% is about no effect
#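 Enhancer read-out: after compound pinning and an initial kinetic agonist-mode read, an EC20 of TRH (10 nM final) was injected and fluo-8 calcium signal (Ex 480/Em 530) followed at 1 s/cycle for 100 cycles in TRHR-expressing cells.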
# IDH1 R132H inh = inhibitors of human mutant IDH1 R132H; O75874; IDH1-R132H enzyme, NADPH consumption, diaphorase/resazurin fluorescence; Potency, µM (highest dose often 76.6 µM), inactives show top-dose activity change, negative = inhibition, hits mostly inhibitors; 390,000 tested, 0.093% active; further: potency means the concentration at half of the fitted maximal effect; on the % scale 0 is the no-effect control and ±100 the full control effect; nearly all actives have a fitted effect of over 65% in size
#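 IDH1-R132H (0.5 ug/mL dispensed) in pH 7.5 Tris buffer was preincubated 30 min with compound, then given a substrate mix of 0.016 mM NADPH and 2 mM alpha-KG for 80 min at room temperature; remaining NADPH was read by diaphorase/resazurin fluorescence.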
# Pin1 inh = blocks the human prolyl isomerase Pin1; Q13526; Pin1 FP peptide displacement, HiFluor488, 10 min; 390,000 tested, 0.009% active; Potency, µM (doses to about 115 µM), for the others: at the highest dose activity, negative = inhibition, most hits filed as inhibitors; AID 504891; active means well fitted inhibition curve with a large enough effect in the polarisation, with a control signal flat, not every such curve was filed as active; inconclusive means small, poorly fitted or top-dose-only effect, or effect the other way, or a change in a side signal; inactive means no such curve, though single readings can be large or run the other way; the % refers to the polarisation; further: potency means the concentration at half of the fitted maximal effect; on the % scale 0 is the no-effect control and ±100 the full control effect
# D2 ag = activates the human D2 dopamine receptor. HEK293 T-REx D2 cells, calcium flux agonist mode. activation, % at 2 µM. 340,000 tested, 0.53% active. AID 485358;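 active means activation over 3 SD above normal in the single-dose calcium agonist read, cut at about 30% in these data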; further: 0% is about no effect
#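 Agonism is scored from calcium flux in a force-coupled, inducible HEK293 cell line expressing D2, read kinetically for 180 s after compound addition against dopamine controls.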
# rTrxR1 inhibitor = rat TrxR1 inhibition. O89049. recombinant rTrxR1, NADPH fluorescence consumption, selenite substrate. Potency, µM (titrated, usually from 114 µM), for inactives: at the highest dose activity change, negative = inhibition, actives largely listed as inhibitors. 390,000 tested, 1% active. AID 588453; further: potency means the concentration at half of the fitted maximal effect; on the % scale 0 is the no-effect control and ±100 the full control effect; nearly all actives have a fitted effect of over 65% in size
#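 Rat TrxR1 (90 nM in the dispensed reagent) was pre-reduced with 400 uM NADPH for 5 min at room temperature, then incubated with compound for 15 min. After 400 uM selenite was added, NADPH fluorescence (Ex 340/Em 450 nm) was followed for 8 min.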
# The depositor's hits bear a star; ? = inconclusive; nt = no result given; [ ] = remark or other dose. Unless noted, the call rests on the fitted dose curve; in most records, active means well fitted inhibition curve with a large enough effect; inconclusive means small, poorly fitted or top-dose-only effect; inactive means no such curve, though single readings can be large or run the other way.
SMILES,D2 antag,USP1-UAF1 inh,TrxR1 substrate,TRHR ag,TRHR enhancer,IDH1 R132H inh,Pin1 inh,D2 ag,rTrxR1 inhibitor
CCN(CCNS(=O)(=O)c1ccc2[nH]c(=O)sc2c1)c1ccccc1,-12,-20%,-7%[57.1 µM],0.3,0,12%,2%,0.1,5%[57.1 µM]
Cc1ccnc(NC(=O)c2ccc(Cl)c(NC(=O)c3ccccc3C)c2)c1,-3,-12%,1%,-0.2,10,-5%,-1%,-0.9,18%
O=C(CCc1nc2ccccc2c(=O)[nH]1)NNC(=O)c1cccc(Cl)c1,nt,-12%,4%[57.1 µM],0.4,-8,-12%,2%,nt,9%[57.1 µM]
Cc1nnc(SCc2cnc(-c3ccccc3)o2)[nH]c1=O,5,5%,-2%,-0.1,5,-2%,1%,1.7,-6%
Cn1c(Cn2cnc3ccccc32)nc2ccccc21,-10,-17%,-4%,-0.3,-2,2%,-5%,0.7,-4%
CCOC(=O)CN(Cc1ccccc1)C(=O)OC(C)(C)C,3,nt,1%,0.0,-2,nt,-2%,-1.7,20%
CSc1ccc(C(=O)C2CCCN(C(=O)c3nn(C)c(=O)c4ccccc34)C2)cc1 (stereo not drawn),5,2%,3%[57.1 µM],0.2,4,17%,-7%,-0.2,1%[11.4 µM]
Cc1ccc(N2CN(Cc3ccco3)CNC2=S)c(C)c1,5,-16%,10%[57.1 µM],0.3,8,20%,-10%,0.9,5%[57.1 µM]
CCOc1ccc(NC(=O)CCC(=O)n2nc(C)cc2C)cc1,-5,nt,nt,-0.6,8,nt,nt,0.4,nt
O=C(CSc1n[nH]c(-c2ccccc2Cl)n1)N1CCN(c2ccccc2)CC1,nt,-9%,3%[57.1 µM],0.0,6,3%,1%,0.3,21%[57.1 µM]
CC(=O)c1ccc(OCC(=O)Nc2ccc(N3CCCCC3)cc2)cc1,10,-11%,7%,-0.1,5,19%,-3%,0.6,35%
CCOC(=O)N1CCN(c2cc(=O)n(-c3cccc(Br)c3)c(=O)[nH]2)CC1,-17,-14%,-1%,-0.1,2,-1%,-5%,-1.2,?
Cc1ccc(CC2CC(=O)N(CC(=O)O)C2=O)cc1 (stereo not drawn),11,-5%,-10%,-0.1,0,0%,-4%,0.8,-6%
CC(C)C(=O)NC(=S)Nc1ccc(S(=O)(=O)N2CCCC2)cc1,-5,-9%,-7%,2.3,-3,-3%,-10%,1.0,-31%
Cc1nc(SCC(=O)N(CC(C)C)C2CCS(=O)(=O)C2)c2c(C)c(C)sc2n1 (stereo not drawn),12,-23%,-1%,0.7,3,0%,-2%,0.3,10%
O=C(Nc1ccccc1)OCCNC(=O)c1ccccc1,-11,-8%,3%[57.1 µM],-1.8,5,-4%,2%,0.2,32%[57.1 µM]
CCC(C(=O)N1CCC(C(N)=O)CC1)n1nc(C)n2c(cc3occc32)c1=O (stereo not drawn),-2,-30%,-1%,-0.1,-2,-13%,-6%,0.3,7%
Cc1cccc(C(=O)O/N=C(\N)Cc2ccc([N+](=O)[O-])cc2)c1,16,-23%,1%,-1.1,-1,12%,31%[activator],0.4,3%
NC(=O)c1ncn([C@@H]2O[C@H](CO)[C@@H](O)[C@H]2O)c1O,5,18%,8%[57.1 µM],0.1,-6,23%,7%,-1.0,14%[57.1 µM]
CN(C)CC(=O)Nc1cc(C(F)(F)F)ccc1Cl,24,-10%,6%,-1.0,-1,2%,9%,1.2,11%
C=C(C)CNC(=O)CCc1nnc(Cc2cccc(C(F)(F)F)c2)o1,-3,-19%,2%,0.4,5,5%,-7%,1.3,20%
Cc1ccccc1C(=O)O/N=C(\N)c1ccccc1,5,-6%,5%,0.1,-5,1%,1%,0.5,15%
CS(=O)(=O)N1CCC(C(=O)Nc2ccc(OCc3ccccc3)cc2)CC1,45*,3%,-5%[57.1 µM],0.8,-2,-5%,4%,0.6,-36%[57.1 µM]
COC(=O)c1ccc(OC)c(-c2c(OC)cc(OC)cc2OC)c1,10,-7%,-21%[57.1 µM],-2.7,-3,3%,3%,-1.5,14%[57.1 µM]
O=C(CCN1C(=O)c2cccc3cccc(c23)C1=O)NC1CCS(=O)(=O)C1 (stereo not drawn),22,-15%,42%[activator],0.1,2,2%,-7%,0.4,-4%
SMILES,D2 antag,USP1-UAF1 inh,TrxR1 substrate,TRHR ag,TRHR enhancer,IDH1 R132H inh,Pin1 inh,D2 ag,rTrxR1 inhibitor
CN(C)C(=O)c1ccc(COc2ccccc2Br)o1,8,-22%,-4%,0.4,0,4%,-5%,-1.7,-20%
Cc1cccc(OCc2nnc(-c3ccccc3)o2)c1,nt,-25%,1%,-0.4,-9,nt,0%,-1.2,7%
COc1ccc(S(=O)(=O)Nc2nc3n(n2)C(c2ccc(Cl)cc2)CC(=O)N3)cc1 (stereo not drawn),-6,0%,-11%,0.1,4,-6%,-8%,0.6,-21%
Cc1ccc(SC(C)C(=O)Nc2ccc(S(=O)(=O)N3CCOCC3)cc2)cc1 (stereo not drawn),6,-6%,1%,4.1,0,1%,-6%,0.7,17%
O=S(=O)(NCC1CCCO1)c1cnc(Cl)c(Br)c1 (stereo not drawn),-17,-17%,-4%,0.3,12,-1%,0%,0.4,-5%
COc1cccc(CNC(=O)c2nn(-c3ccccc3Cl)nc2CO)c1,nt,-17%,-9%,-2.0,1,29%,4%,-1.2,0%
Cc1ccc2nc(SCc3ccc([N+](=O)[O-])cc3)nc(C)c2c1,-15,-10%,11%[57.1 µM],0.4,0,4%,-4%,-1.1,21%
O=C(Nc1ccncc1)C1CCN(S(=O)(=O)c2ccccc2C(F)(F)F)CC1,16,-21%,-10%,-0.1,-2,9%,-1%,1.2,-6%
CN(C(=O)COC(=O)c1cc2ccccc2cc1O)c1ccccc1,nt,-12%,-5%,nt,nt,2%,6%,nt,24%
Cc1ccc(C(=O)CC(=O)c2ccccc2)cc1,0,-2%,-4%,0.3,2,-1%,-10%,nt,16%
C=CCN=C(NC#N)SCCc1ccccc1,2,-1%,6%,-0.6,2,5%,-1%,-0.8,13%
Oc1ccccc1/C=N/Nc1nn[nH]n1,-6,-11%,-6%,0.5,-1,0%,-7%,0.2,?
COc1ccc(C(=O)NC2=NCCS2)cc1,4,4%,-11%,1.7,9,0%,-2%,1.4,-12%
Cc1ccc(-c2cc(C(F)F)nc(NCC3CCCO3)n2)cc1 (stereo not drawn),0,-22%,18%[57.1 µM],-0.4,1,6%,2%,0.8,12%[57.1 µM]
Nc1nc(-c2ccc(Br)cc2)cc(C(F)(F)F)n1,1,-2%,-5%,-0.4,-3,3%,1%,-0.1,-4%
S=C(NCc1ccc(Cl)cc1)Nc1ccc(Cl)cc1Cl,13,0%,-10%,1.0,-8,8%,-2%,0.2,-9%
COc1ccc(OC)c(-n2nnc3c(sc4nc(C)c(Br)c(C)c43)c2=O)c1,nt,-21%,-7%,-0.3,-16,nt,23%,-0.6,20%
Cc1nc(NS(=O)(=O)c2ccccc2)sc1NC(=O)Nc1ccccc1,55*,-6%,-11%,-1.2,-1,-5%,-5%,-1.0,-33%
C=CCn1c(SCC(=O)NC2CC2)nnc1-c1ccccn1,-11,-18%,-1%,0.3,-3,8%,48%[activator],0.2,9%
COc1cc(NC(=O)[C@@H](NC(=O)N2CCn3c2nc2ccccc23)C(C)C)cc(OC)c1,3,-15%,-5%,0.2,43*,-9%,-1%,0.1,20%
Fc1ccccc1/C=N/Nc1nn[nH]n1,1,-8%,-8%,0.4,4,-2%,0%,-0.4,0%
Cc1ccc(S(=O)(=O)N2CCC(C(=O)OCC(=O)N(C)C3CCCCC3)CC2)cc1C,22,-15%,7%,0.8,-2,2%,-2%,-0.6,18%
CC(C)c1ccc(CNNC(=O)c2ccccc2)cc1,7,4%,-5%,0.5,-3,-5%,-9%,0.7,-3%
COc1cccc(C(=O)N2CCCN(C)CC2)c1OC,nt,-17%,0%,1.3,7,-4%,-11%,nt,5%
CCOC(=O)c1[nH]c(C)c(CN(CCc2ccccc2)S(C)(=O)=O)c1C,8,-10%,5%[57.1 µM],-0.3,-2,0%,1%,-0.8,9%
Cc1ccc(CCNC(=O)Cn2ncc3c([nH]c4ccc(C)cc43)c2=O)cc1,nt,-13%,-4%,-1.6,18,-7%,4%,0.4,20%
Cc1sc2nc(CSC(C)C(=O)N3CCOCC3)[nH]c(=O)c2c1C (stereo not drawn),-21,-22%,5%,0.0,0,21%,10%,1.5,27%

# Quoted at random: two entries already listed
SMILES,D2 antag,USP1-UAF1 inh,TrxR1 substrate,TRHR ag,TRHR enhancer,IDH1 R132H inh,Pin1 inh,D2 ag,rTrxR1 inhibitor
CCOC(=O)c1[nH]c(C)c(CN(CCc2ccccc2)S(C)(=O)=O)c1C,8,-10%,5%[57.1 µM],-0.3,-2,0%,1%,-0.8,9%
COc1ccc(C(=O)NC2=NCCS2)cc1,4,4%,-11%,1.7,9,0%,-2%,1.4,-12%

# Full records as entered above:
# CN(C)C(=O)c1ccc(COc2ccccc2Br)o1 is listed with D2 antag: 8; USP1-UAF1 inh: -22%; TrxR1 substrate: -4%; TRHR ag: 0.4; TRHR enhancer: 0; IDH1 R132H inh: 4%; Pin1 inh: -5%; D2 ag: -1.7; rTrxR1 inhibitor: -20%
# Cc1nc(SCC(=O)N(CC(C)C)C2CCS(=O)(=O)C2)c2c(C)c(C)sc2n1 (stereo not drawn) is listed with D2 antag: 12; USP1-UAF1 inh: -23%; TrxR1 substrate: -1%; TRHR ag: 0.7; TRHR enhancer: 3; IDH1 R132H inh: 0%; Pin1 inh: -2%; D2 ag: 0.3; rTrxR1 inhibitor: 10%

# A portion of the library (hit frequency here may not be typical).
